Bioassay records deposited in PubChem BioAssay by National Center for Advancing Translational Sciences (NCATS).
TRb SRC2 PPI = qHTS for Inhibitors of the Interaction of Thyroid Hormone Receptor and Steroid Receptor Coregulator 2; Thyroid hormone receptor beta (Homo sapiens), P10828; actives 0.065% (n = 280,000); TRbeta-SRC2 peptide binding, fluorescence polarization; receptor liganded with 1 µM T3; Potency, µM (doses to about 106 µM), for inactives: at the highest dose activity change, negative = inhibition, actives largely listed as inhibitors;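 also: plate controls were bound peptide for no effect and peptide without receptor for full effect; nearly all actives have a fitted effect of over 50% in size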
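Polarization signal, normalized between peptide-alone and full complex controls, measured compound effects on T3-liganded human TRb LBD (0.6 uM) binding 20 nM Texas Red SRC2 peptide after 5 hr.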
GAA glycogen = qHTS Assay for Inhibitors and Activators of Human alpha-Glucosidase Cleavage of Glycogen. recombinant GAA, glycogen substrate, Amplex Red glucose oxidase fluorescence. Lysosomal alpha-glucosidase (Homo sapiens), P10253. Potency, µM (titrated, usually from 76.4 µM), for inactives: at the top dose activity change, negative = inhibition, hits mostly inhibitors. actives 0.38% (n = 300,000);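 also: 0% = full enzyme reaction and -100% = no-enzyme basal signal; the screen sought inhibitors and activators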
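qHTS, 1536-well; enzyme 4 nM final; cpd up to 77 uM; substrate bovine liver glycogen 30 ug; 50 mM citrate/phosphate pH 5.0, 0.01% Tween-20; 37 C, 40 min; Amplex Red detection 45 min RT; Hill fit → AC50.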
GoLoco inh red = qHTS Assay for Inhibitors of RGS12 GoLoco Motif Activity (Red Fluorophore); Guanine nucleotide-binding protein G(i) subunit alpha-1 (Homo sapiens), P63096; Gai1:RGS12 GoLoco peptide FP, rhodamine, 10 min; Potency, µM (top dose mostly 61.6 µM), without a hit: at the highest dose activity, negative = inhibition, actives largely listed as inhibitors; actives 0.44% (n = 230,000); AID 880, 2007; active = well fitted inhibition curve with a large enough effect, not every such curve was filed as active; inactive = no such curve, though single readings can be large or run the other way; also: nearly all actives have a fitted effect of over 30% in size; many of its hits are not listed in these tables
GAA spleen mod = qHTS Assay for Inhibitors and Activators of Human alpha-Glucosidase From Spleen Homogenate. Potency, µM (doses to about 79.9 µM), for the others: top-dose activity change, negative = inhibition, actives largely listed as inhibitors. actives 0.006% (n = 240,000). human spleen homogenate, 4-MU-alpha-glucoside fluorescence. Lysosomal alpha-glucosidase (Homo sapiens), P10253;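 also: 0% = enzyme with vehicle and -100% = no enzyme basal signal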
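Human spleen homogenate (1 ug) incubated with compounds and 1 mM 4-methylumbelliferyl-alpha-D-glucopyranoside in pH 5.0 citrate/phosphate buffer, 37 C, 40 min. Stopped at pH 10; 4-MU fluorescence (Ex 365/Em 440 nm); AC50 by Hill fit.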
GAA inhib = qHTS Assay for Inhibitors of Human alpha-Glucosidase as a Potential Chaperone Treatment of Pompe Disease | purified human GAA, 4-MU-alpha-glucoside fluorescence | Potency, µM (titrated, usually from 76.9 µM), for inactives: top-dose activity change, negative = inhibition, hits mostly inhibitors | actives 0.005% (n = 200,000);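 also: plate controls were uninhibited enzyme wells for no effect and no-enzyme background for full effect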
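Fluorescence at Ex 365/Em 440 nm from 4-methylumbelliferone reported enzyme activity after 20 min at room temperature. Reactions used 4 nM enzyme and 400 uM substrate at pH 5.0; curves fitted with the Hill equation.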
RECQ1 helicase = qHTS Assay for Inhibitors of RecQ-Like Dna Helicase 1 (RECQ1); ATP-dependent DNA helicase Q1 (Homo sapiens), P46063; Potency, µM (series often up to 57.3 µM), for inactives: at the top dose activity, negative = inhibition, most hits filed as inhibitors; RECQ1 DNA unwinding, red fluorescence kinetic read; actives 0.54% (n = 240,000);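 also: plate controls were vehicle for no effect and no enzyme for full effect; nearly all actives have a fitted effect of over 30% in size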
Target sequence (P46063 whole entry, looked up): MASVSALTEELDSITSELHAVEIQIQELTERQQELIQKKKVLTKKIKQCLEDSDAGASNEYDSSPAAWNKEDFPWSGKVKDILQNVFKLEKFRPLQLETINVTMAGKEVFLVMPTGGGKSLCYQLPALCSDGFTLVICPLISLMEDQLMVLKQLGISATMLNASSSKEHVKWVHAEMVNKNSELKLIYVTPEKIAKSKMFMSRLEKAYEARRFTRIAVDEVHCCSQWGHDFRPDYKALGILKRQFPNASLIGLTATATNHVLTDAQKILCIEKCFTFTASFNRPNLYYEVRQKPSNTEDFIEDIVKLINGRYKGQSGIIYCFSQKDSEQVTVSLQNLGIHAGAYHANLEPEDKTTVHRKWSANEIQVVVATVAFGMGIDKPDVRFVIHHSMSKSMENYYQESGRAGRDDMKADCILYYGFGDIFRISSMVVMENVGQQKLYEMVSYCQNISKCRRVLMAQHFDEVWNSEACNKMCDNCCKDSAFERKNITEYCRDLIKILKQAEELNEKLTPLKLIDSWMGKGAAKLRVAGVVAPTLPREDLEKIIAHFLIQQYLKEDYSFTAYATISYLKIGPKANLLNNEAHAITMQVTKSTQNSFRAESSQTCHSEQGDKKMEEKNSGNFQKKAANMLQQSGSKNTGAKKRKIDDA
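50 nM RECQ1T1 preincubated 15 min with compound in Tris pH 8.0 buffer with MgCl2, DTT, Tween-20 and 2.5 ug/ml poly(dI-dC); started with 200 nM TAMRA/BHQ-2 forked duplex and 2 mM ATP. Unwinding read as fluorescence (525/598 nm), two reads 2 h apart.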
L3MBTL1 inh = qHTS Assay for the Inhibitors of L3MBTL1 | actives 0.66% (n = 230,000) | Lethal(3)malignant brain tumor-like protein 1 (Homo sapiens), Q9Y468 | Potency, µM (highest dose often 57.1 µM), for the others: top-dose activity, negative = inhibition, usual class: inhibitors | AlphaScreen L3MBTL1–H3K9me1 peptide binding; also: nearly all actives have a fitted effect of over 60% in size
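AlphaScreen assay: L3MBTL1 (50 nM final) was preincubated 30 min at room temperature with biotinylated H3(1-15)K9me1 peptide (75 nM final), then 30 min with library compounds; streptavidin donor and nickel chelate acceptor beads (10 ug/mL final) added, 30 min dark.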
TR SRC2 fluor cs = Total Fluorescence Counterscreen for Inhibitors of the Interaction of Thyroid Hormone Receptor and Steroid Receptor Coregulator 2; TRb/SRC2 Texas Red total fluorescence interference; Potency, µM (highest dose often 106 µM), inactives show at the highest dose fluorescence change, negative = quenching; actives 0.29% (n = 280,000); AID 1479, 2009; active = well fitted curve in either direction with a large enough effect; inconclusive = small, poorly fitted or top-dose-only effect
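Flags fluorescent or light-absorbing compounds by total fluorescence, S + 2P, at 555 nm excitation and 632 nm emission. Mixture: 20 nM Texas Red SRC2 peptide, 0.6 uM human TRb LBD, 1 uM T3, 5% DMSO; compound exposure 5 h at ambient temperature.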
* marks the source's active call; other numbers are inactive results; i = inactive; u = inconclusive; x = no result given; [ ] = remark or other dose. Unless noted, calls follow the shape of the dose curve; as a rule, active = well fitted curve in the direction sought with a large enough effect; inconclusive = small, poorly fitted or top-dose-only effect, or another doubt; inactive = no such curve, though single readings can be large; an effect the other way counts as inactive or inconclusive. Unless noted, % is scaled to controls: 0 for no effect and ±100 for the full control effect; potency is read from the fitted curve at half-maximal effect.

cpd	canonical_smiles	GoLoco inh red	TR SRC2 fluor cs	L3MBTL1 inh	RECQ1 helicase	TRb SRC2 PPI	GAA inhib	GAA spleen mod	GAA glycogen
1	CC1(C)Cc2ccccc2C(=NCC(=O)O)N1	-4%	-2%	21%	i	-2%	5%	4%	5%
2	COc1ccccc1-c1nc(C#N)c(N2CCN(Cc3ccccc3)CC2)o1	-3%	0%	x	-6%	4%	0%	2%	-13%
3	COc1ccccc1NC(=O)CSc1nnc(-c2ccc(NC(C)=O)cc2)n1C	-13%	-1%	7%	-17%	-1%	1%	-4%	5%
4	CCn1cc(C(=O)NCc2ccc(Cl)cc2)c(=O)c2cc(S(=O)(=O)N3CCOCC3)ccc21	5%	0%	5%	-15%	-14%	0%	-2%	3%
5	CC(C)N(CCCNC(=O)CC1Oc2ccccc2NC1=O)Cc1ccccc1 (stereo not drawn)	0%	-2%	x	-5%	-11%	-2%	-9%	-15%
6	O=S(=O)(/C=C/c1ccccc1)N1CCN(Cc2ccc3c(c2)OCO3)CC1	-2%	0%	-22%	-11%	-6%	1%	-4%	-2%
7	CCOC(=O)c1cc(C#N)c(N2CCN(C(=O)c3cccc(C(F)(F)F)c3)CC2)nc1C(F)(F)F	-2%	-2%	17%	6%	3%	-6%[15.4 µM]	-5%	-5%
8	CCc1ccc(C2=NN(CCC(=O)NCc3cccs3)C(=O)CC2)cc1	5%	-4%	x	i	-1%	-8%	-1%	-20%
9	Cc1ccc2nnnc(-c3ccccc3)c2c1	-8%	0%	-3%	-4%	2%	1%	-2%	-7%
10	COc1ccccc1NC(=O)C(=O)N/N=C(\C)CC(=O)Nc1ccc(OCc2ccccc2)cc1	8%	-3%	-1%	-4%	-3%	4%	-3%	-29%
11	O=C(Nc1ccc(Cl)cc1)c1ccc2nsnc2c1	-7%	-2%	x	-11%	-5%	-1%	0%	-14%
12	Cc1cc2c(cc1Cl)C(c1ccc3c(c1)OCO3)CC(=O)O2 (stereo not drawn)	1%[88.7 µM]	0%	x	i	0%	x	6%[119 µM]	x
13	CCC(C)C(=O)Nc1nc2c(s1)C(=O)CC(C)(C)C2 (stereo not drawn)	4%	-1%	u	1%	8%	4%	-5%	11%
14	CC(C)(C)CN1CCNC(=O)C1CC(=O)N1CCC(C(=O)N2CCOCC2)CC1 (stereo not drawn)	-12%	0%	4%	1%	1%	u	-1%	16%
15	COc1ccc(OC(C)C(=O)N2CC(C)OC(C)C2)cc1 (stereo not drawn)	4%	0%	3%	-6%	-4%	-10%	1%	5%

An excerpt from above in order of length of the SMILES, falling.
cpd	canonical_smiles	GoLoco inh red	TR SRC2 fluor cs	L3MBTL1 inh	RECQ1 helicase	TRb SRC2 PPI	GAA inhib	GAA spleen mod	GAA glycogen
12	Cc1cc2c(cc1Cl)C(c1ccc3c(c1)OCO3)CC(=O)O2 (stereo not drawn)	1%[88.7 µM]	0%	x	i	0%	x	6%[119 µM]	x
15	COc1ccc(OC(C)C(=O)N2CC(C)OC(C)C2)cc1 (stereo not drawn)	4%	0%	3%	-6%	-4%	-10%	1%	5%
9	Cc1ccc2nnnc(-c3ccccc3)c2c1	-8%	0%	-3%	-4%	2%	1%	-2%	-7%

Following part.
cpd	canonical_smiles	GoLoco inh red	TR SRC2 fluor cs	L3MBTL1 inh	RECQ1 helicase	TRb SRC2 PPI	GAA inhib	GAA spleen mod	GAA glycogen
16	Cc1cc(Cl)n2c(nc3cc(F)c(F)cc32)c1C#N	1%	1%	x	-5%	5%	13%	2%	-5%
17	CCOc1cc(C(=O)Nc2nnc(C)s2)cc(OCC)c1OCC	11%	0%	-13%	8%	-3%	-6%	1%	-11%
18	COc1ccc(-c2cc(C(=O)Nc3cc(C)nn3-c3ccccc3)no2)cc1	12%	0%	1%	-1%	8%	6%	4%	7%
19	C=CCn1c(-c2cnn(-c3ccccc3)c2N)n[nH]c1=S	1%	-4%	1%	-9%	5%	x	1%	-12%
20	COCCn1cnc2c(c1=O)c1nc3ccccc3nc1n2/N=C/c1ccco1	0%	-8%	7%	-1%	-3%	x	5%	5%
21	COc1ccc(NS(=O)(=O)c2cc(NC(=O)C3CCCO3)ccc2N2CCCCC2)cc1 (stereo not drawn)	1%	-2%	x	i	-8%	-11%	-4%	-13%
22	COc1cc(C(=O)NCCCNc2nc3c(C)cc(C)cc3cc2C#N)cc(OC)c1OC	15%	-2%	41%[activator]	4%	11%	12%	-4%	7%
23	COc1c(CC(=O)c2cc3c(cc2O)OC(C)(C)C(O)C3)ccc2c1C=CC(C)(C)O2 (stereo not drawn)	0%	-2%	x	i	0%	x	10%	x
24	O=C(CCNc1cccc(C(F)(F)F)c1)c1ccco1	6%	-6%	x	0%	1%	-6%	-6%	9%
25	COc1ccc(-n2nnnc2-c2cnc(N3CCCC3)nc2C(F)(F)F)cc1	5%	-1%	6%	-3%	6%	1%	0%	-5%
26	O=C(NCCc1ccccc1)c1ccc2nccnc2c1	9%	-2%	1%	i	-4%	-3%	1%	2%
27	COc1cc2c(cc1OC)-c1nnc(C)n1C1(CCCC1)C2	8%	0%	6%	-1%	2%	9%	-4%	8%
28	COCCCNCC1C(Oc2ccc(Cl)cc2)C(=O)N1c1ccccc1C (stereo not drawn)	0%	-2%	7%	u	5%	0%	-1%	-9%
29	COc1ccc(OC)c(NC(=O)c2c(NC(=O)CCC(=O)O)sc3c2CCCCC3)c1	10%	-2%	5%	i	9%	u	0%	-4%
30	O=C(CNC(=O)c1cccc(OC(F)F)c1)OCn1nnc2ccccc2c1=O	0%	-4%	x	-1%	-7%	4%	4%	6%

Filtered by structure, the entries above containing sulfur
cpd	canonical_smiles	GoLoco inh red	TR SRC2 fluor cs	L3MBTL1 inh	RECQ1 helicase	TRb SRC2 PPI	GAA inhib	GAA spleen mod	GAA glycogen
3	COc1ccccc1NC(=O)CSc1nnc(-c2ccc(NC(C)=O)cc2)n1C	-13%	-1%	7%	-17%	-1%	1%	-4%	5%
4	CCn1cc(C(=O)NCc2ccc(Cl)cc2)c(=O)c2cc(S(=O)(=O)N3CCOCC3)ccc21	5%	0%	5%	-15%	-14%	0%	-2%	3%
6	O=S(=O)(/C=C/c1ccccc1)N1CCN(Cc2ccc3c(c2)OCO3)CC1	-2%	0%	-22%	-11%	-6%	1%	-4%	-2%
8	CCc1ccc(C2=NN(CCC(=O)NCc3cccs3)C(=O)CC2)cc1	5%	-4%	x	i	-1%	-8%	-1%	-20%
11	O=C(Nc1ccc(Cl)cc1)c1ccc2nsnc2c1	-7%	-2%	x	-11%	-5%	-1%	0%	-14%
13	CCC(C)C(=O)Nc1nc2c(s1)C(=O)CC(C)(C)C2 (stereo not drawn)	4%	-1%	u	1%	8%	4%	-5%	11%
17	CCOc1cc(C(=O)Nc2nnc(C)s2)cc(OCC)c1OCC	11%	0%	-13%	8%	-3%	-6%	1%	-11%
19	C=CCn1c(-c2cnn(-c3ccccc3)c2N)n[nH]c1=S	1%	-4%	1%	-9%	5%	x	1%	-12%
21	COc1ccc(NS(=O)(=O)c2cc(NC(=O)C3CCCO3)ccc2N2CCCCC2)cc1 (stereo not drawn)	1%	-2%	x	i	-8%	-11%	-4%	-13%
29	COc1ccc(OC)c(NC(=O)c2c(NC(=O)CCC(=O)O)sc3c2CCCCC3)c1	10%	-2%	5%	i	9%	u	0%	-4%

This is a subset; rates above refer to the full screens.
